Source: PubChem
GlmU inhibition: inhibition of mycobacterial GlmU enzyme – biochemical, glucosamine-1-phosphate acetyltransferase (AID 1376); Bifunctional protein GlmU (Mycobacterium tuberculosis (strain ATCC 25618 / H37Rv)); M. tuberculosis GlmU acetyltransferase enzyme assay; higher % means a stronger effect; 0.25% of 220,000 active; inhibition, %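 (tested at 30 µM in the primary screen)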; hits with a dose series show IC50 in µM; in the data active means inhibition above about 13%;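 further: 0% = complete reaction with vehicle and 100% = reaction without substrate; strong numbers were not always called active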
Mtb RmlCD inh: M. tuberculosis RmlC/RmlD coupled enzyme inhibitors, primary screen, biochemical, compound mixtures, 384-well, from 1536-well plates | dTDP-4-dehydrorhamnose reductase (Mycobacterium tuberculosis (strain ATCC 25618 / H37Rv)) … | RmlC+RmlD coupled enzyme assay, percent inhibition; primary screen in compound mixtures | inhibition, % at 3.6 µM | 0.03% of 160,000 active | AID 1533, 2009; in the data active means inhibition mostly above about 34%, no sharp cut-off; further: some results filed as inactive read as strong as hits
Target sequence (P9WH09 whole entry, looked up): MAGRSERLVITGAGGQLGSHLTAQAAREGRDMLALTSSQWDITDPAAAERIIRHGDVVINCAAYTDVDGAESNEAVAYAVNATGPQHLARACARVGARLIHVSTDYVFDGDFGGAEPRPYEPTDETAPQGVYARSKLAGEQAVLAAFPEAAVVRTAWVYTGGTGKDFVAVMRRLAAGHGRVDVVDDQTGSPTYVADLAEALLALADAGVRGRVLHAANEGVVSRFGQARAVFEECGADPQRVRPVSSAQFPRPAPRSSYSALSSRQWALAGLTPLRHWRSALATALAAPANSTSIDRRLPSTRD
Target sequence (P9WH11 whole entry, looked up): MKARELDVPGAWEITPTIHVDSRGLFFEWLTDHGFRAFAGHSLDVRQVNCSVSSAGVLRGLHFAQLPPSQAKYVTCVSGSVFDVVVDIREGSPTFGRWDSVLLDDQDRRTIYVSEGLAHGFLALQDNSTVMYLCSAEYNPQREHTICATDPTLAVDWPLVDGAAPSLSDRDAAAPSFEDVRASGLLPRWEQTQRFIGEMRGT
An asterisk follows results filed as active; x = no result given. Not all compounds are listed. The share of hits here may be higher or lower than overall.

SMILES | GlmU inhibition | Mtb RmlCD inh
FC(F)(F)c1cnc(Nc2ccc(N3CCOCC3)cc2)c(Cl)c1 | 2.8% | 3.7
OCCNCCCCOc1cccc(Br)c1 | -2.5% | x
CCNC(=O)C1CC(=O)N(Cc2ccc3c(c2)OCO3)C(=Nc2ccc(F)cc2)S1 (stereo unspecified) | -4.6% | 11.8
O=C(Nc1ccccc1)C1=C[C@@H](c2ccc(Br)cc2)C[C@@H](OCc2ccc(CO)cc2)O1 | 2.6% | x
Cc1ccc(C(=O)NNC(=O)CCCN2C(=O)/C(=C/c3ccccc3Cl)SC2=S)cc1 | -2.0% | 7.7
O=c1c2ccccc2nc2n1CCN2 | -0.5% | x
Cc1ccc(OCC(=O)N2CCCCCC2)c(C)c1 | 3.6% | x
CCOC(=O)c1cnc2nc(COc3ccccc3)[nH]n2c1=O | 3.5% | 4.3
COC(=O)C1=C(C)NC(=O)NC1c1ccccc1 (stereo unspecified) | 2.5% | -11.5
COc1ccc(OC)c(C2C3=C(CCCC3=O)NC3=C2C(=O)CCC3)c1 | -3.0% | 41.6
COc1ccc(-c2c[n+]3c(n2-c2ccccc2)SCC3)cc1OC | -1.4% | x
Cc1cc(C)c2nc(-c3ccccn3)cc(C(=O)NCc3ccco3)c2c1 | -3.0% | x
Cc1cc(C)nc(SCC(=O)N(C)C)n1 | 2.6% | -0.2
O=C1/C(=C/c2cccnc2)CCC/C1=C\c1cccnc1 | 2.4% | -6.1
Cc1ccc(-c2nnc3ccc(SCC(=O)NCc4ccco4)nn23)cc1 | -0.2% | 4.1
COc1ccc(CN2CCN(c3ccccn3)CC2)c(OC)c1 | 5.9% | 4.0
CCN1C(=O)N[C@@H](c2cccc(C(F)(F)F)c2)[C@@H](C(=O)OC)[C@H]1C | -2.4% | x
O=C(CCN1C(=O)C2C3C=CC(C4CC34)C2C1=O)Oc1cccc2cccnc12 (stereo unspecified) | 2.1% | 7.5
CCN(CC)C(=O)Cn1cc(S(=O)(=O)CC(=O)Nc2ccc3c(c2)OCCO3)c2ccccc21 | -1.4% | 6.1
O=C(NC1CCCCC1)c1ccc2c(=O)n(CC3CCCO3)c(=O)[nH]c2c1 (stereo unspecified) | -6.6% | 8.4
CCOc1cc(/C=N/NC(=O)CNc2cccc(C)c2)ccc1OC(=O)c1ccccc1 | 0.1% | x
CCOc1ccccc1Nc1cc(C)nc2nc(C)nn12 | 1.7% | -6.1
Cc1c(C(=O)N2CCOCC2)oc2c1C(=O)CC(C)(C)C2 | -4.5% | x
CC1(C)Cc2c(C#N)c(NCCO)nc(-c3ccco3)c2CO1 | 0.3% | 7.7
Nc1nc(NCc2ccccc2)nc(-c2ccccc2)n1 | 1.7% | x

Carrying on.
SMILES | GlmU inhibition | Mtb RmlCD inh
O=C(C1=C[C@@H](C2CC2)C[C@@H](OCCCCO)O1)N1CCOCC1 | -2.9% | x
O=C(CN1CCCCCC1)Nc1ccc(Br)cc1 | -0.9% | 9.0
Nc1ncn(C23CC4CC(CC(C4)C2)C3)n1 | 0.4% | -17.6
CS(=O)(=O)N(CC(=O)NCC1CCCO1)c1cccc(Cl)c1 (stereo unspecified) | -2.4% | -1.5
N#Cc1c(-c2ccccc2)nc(SCC(=O)N2c3ccccc3Sc3ccccc32)[nH]c1=O | 7.2% | 0.2
O=C(N/N=C/c1ccncc1)C1C2CCCCCCC21 (stereo unspecified) | 1.4% | x
CC12C=CC(=O)C=C1CCC1C3CCC(O)(C(=O)CO)C3(C)CC3OC312 (stereo unspecified) | 3.8% | -8.8
CCN(CC)S(=O)(=O)c1ccc(NC(=O)c2ccc(Sc3nncn3C)c([N+](=O)[O-])c2)cc1 | -2.5% | 8.7
O=C(COC(=O)/C=C/c1ccc2c(c1)OCO2)Nc1ccccc1 | -5.3% | -12.0
COc1cccc(C(=O)NNC(=O)CCC(=O)O)c1 | 3.5% | -8.2
O=S(=O)(c1ccc(Cl)cc1)N1CN2CCN(C2)C1 | -6.1% | -10.9
CCC(=O)Nc1cccc(C(=O)/C=C/c2ccccc2)c1 | 0.0% | -7.1
S=C(NCc1ccccc1)NCc1ccccc1 | 1.8% | -3.0
COc1cc([N+](=O)[O-])ccc1NC(=S)NCc1ccccn1 | -0.6% | -3.4
Cc1ccc(O)c(C(=O)c2cnc3c(c2)c(C)nn3-c2ccccc2)c1 | 2.6% | -4.0
O=S1(=O)C=CC(c2ccccc2)C1 (stereo unspecified) | -0.9% | -10.2
COC(=O)[C@]12OC[C@]34C([C@@H](O)[C@@H]1O)[C@]1(C)CC(=O)C(O)=C(C)[C@@H]1C[C@H]3OC(=O)[C@H](O)[C@@H]24 (stereo partly specified) | 7.5% | 3.4
COC(=O)CSc1nc(-c2ccccc2)cc(-c2ccco2)c1C#N | -1.8% | 0.2
CCOC(=O)N1CCC(Nc2c(NCCCN(CC)c3cccc(C)c3)c(=O)c2=O)CC1 | 8.6% | x
O=C(O)CCCCCCNC(=O)c1cncc(O)c1 | 2.2% | -6.9
CCc1nc(-c2ccc(-c3ccc(OC)cc3)nc2OC)no1 | 3.6% | 18.4
CCC(C)NC(=O)c1cc(C)no1 (stereo unspecified) | -5.3% | 8.9
COc1ccc(C(C)=O)cc1COc1ccc(Cl)cc1Cl | -2.3% | 7.0
CCN(CC)C(=O)C(=O)c1ccn(-c2c(C)csc2C(=O)OC)c1 | -3.8% | -10.1
CC(C)CC(NC(N)=O)C(=O)OCC(=O)Nc1ccc(SC(F)F)cc1 (stereo unspecified) | -0.7% | -5.2

An excerpt of these results, as labelled records.
CCC(=O)Nc1cccc(C(=O)/C=C/c2ccccc2)c1
- GlmU inhibition: 0.0%
- Mtb RmlCD inh: -7.1

Cc1ccc(O)c(C(=O)c2cnc3c(c2)c(C)nn3-c2ccccc2)c1
- GlmU inhibition: 2.6%
- Mtb RmlCD inh: -4.0

Other results follow.
SMILES | GlmU inhibition | Mtb RmlCD inh
CCOC(=O)N1CCN(C(=O)c2ccc(N3C(=O)c4ccccc4C3=O)cc2)CC1 | 1.3% | -3.9
Cc1cc(C)c([N+](=O)[O-])cc1-c1ccc(/C=N/NC(=O)c2nonc2N)o1 | 0.7% | x
Cc1nc2nc(-c3cccnc3)[nH]n2c(=O)c1Cc1ccccc1 | 0.5% | x
COc1ccccc1C(=O)N/C(=C\c1ccccc1)C(=O)NC(C)C(=O)O (stereo unspecified) | -5.3% | -1.3
CN(C)C(CNC(=O)NC1CCCCC1)c1cccnc1 (stereo unspecified) | -0.1% | -4.2
CCOC(=O)C1(Cc2cccc(Cl)c2)CCCN(CCO)C1 (stereo unspecified) | 7.0% | -3.9
Cc1cccc(NC(=O)C2(c3ccccc3)CCOCC2)c1 | 2.4% | x
O=c1[nH]c(SCc2ccccc2F)nc2ccccc12 | 1.0% | 8.4
CCCCNC(=O)CNC(=S)N(Cc1ccccc1F)C1CCCCC1 | 5.9% | -5.6
O=C(NNc1ccccn1)C(=O)NNS(=O)(=O)c1ccc(F)cc1 | 4.8% | -6.6
COCCn1c(C23CC4CC(CC(C4)C2)C3)n[nH]c1=S | -3.0% | 6.5
CC1CN(c2ccc([N+](=O)[O-])cc2C#N)CC(C)O1 (stereo unspecified) | -2.3% | 0.3
CC(=O)CSc1ncnc2c1cnn2-c1ccccc1 | -3.7% | 3.0
CC(C)(C)NC(=O)CN(C(=O)CS(=O)CC(=O)Nc1ccc(F)cc1)c1ccc(Cl)cc1 (stereo unspecified) | 0.2% | 10.3
Cc1ccc(N=C2NC(=O)/C(=C/c3cccn3C)S2)cc1C | 3.0% | -14.1
Cc1ccnc(NC(=O)CCC(=O)N(CC(=O)NCCc2ccccc2)Cc2ccco2)c1 | 0.6% | x
CC(=O)Nc1cccc(/C(C)=N/Nc2nc3ccccc3s2)c1 | 0.0% | -7.6
O=C(NCc1ccco1)c1ccc2c(=O)n(CCC3=CCCCC3)c(=O)[nH]c2c1 | 2.7% | 42.7
CCOC(=O)Nc1sc(NS(=O)(=O)c2ccccc2)nc1C | -3.5% | 13.8
Cc1ccc(/C=N/NC(=O)C(NC(=O)c2ccccc2)c2n[nH]c(=O)c3ccccc23)cc1 (stereo unspecified) | 1.4% | x
CCCCNc1nc2ccccc2n1CC(=O)N1CCc2ccccc2C1 | 3.4% | -3.9
Cc1ccc(-c2nc(NC(=O)c3nn(C)cc3[N+](=O)[O-])sc2C)cc1C | x | 4.7
N#Cc1c2n(c(=S)n(-c3ccccc3[N+](=O)[O-])c1=O)CCCCC2 | -5.0% | 38.6
CCOc1cc(/C=N/NC(=O)Cn2nc([N+](=O)[O-])cc2C)cc(Br)c1OCc1ccccc1C | -2.0% | -10.2
CCOC(=O)Cc1csc(NC(=S)NC(=O)c2cccc([N+](=O)[O-])c2)n1 | -3.1% | x

Two records drawn at random from those above:
SMILES | GlmU inhibition | Mtb RmlCD inh
Cc1nc2nc(-c3cccnc3)[nH]n2c(=O)c1Cc1ccccc1 | 0.5% | x
O=c1[nH]c(SCc2ccccc2F)nc2ccccc12 | 1.0% | 8.4

7 consecutive compounds from above, for reference:
SMILES | GlmU inhibition | Mtb RmlCD inh
CCOC(=O)N1CCN(C(=O)c2ccc(N3C(=O)c4ccccc4C3=O)cc2)CC1 | 1.3% | -3.9
Cc1cc(C)c([N+](=O)[O-])cc1-c1ccc(/C=N/NC(=O)c2nonc2N)o1 | 0.7% | x
Cc1nc2nc(-c3cccnc3)[nH]n2c(=O)c1Cc1ccccc1 | 0.5% | x
COc1ccccc1C(=O)N/C(=C\c1ccccc1)C(=O)NC(C)C(=O)O (stereo unspecified) | -5.3% | -1.3
CN(C)C(CNC(=O)NC1CCCCC1)c1cccnc1 (stereo unspecified) | -0.1% | -4.2
CCOC(=O)C1(Cc2cccc(Cl)c2)CCCN(CCO)C1 (stereo unspecified) | 7.0% | -3.9
Cc1cccc(NC(=O)C2(c3ccccc3)CCOCC2)c1 | 2.4% | x

The listing continues.
SMILES | GlmU inhibition | Mtb RmlCD inh
CCOC(=O)c1sc(NC(C)=O)nc1C | -5.2% | -0.4
CCOc1ccc(N2C(=O)Nc3ccccc3C2(O)C(=O)NCc2ccc(C)cc2)cc1 (stereo unspecified) | 1.7% | -6.8
Cn1c(CNC(=O)c2ccc(F)cc2)nc2ccccc21 | -7.8% | -3.0
O=S(=O)(Nc1c(S(=O)(=O)c2ccccc2)c2nc3ccccc3nc2n1C1CCCCC1)c1ccccc1 | 1.3% | -5.2
CC(=NCc1ccco1)c1c(O)n(C)c(=O)n(C)c1=O | -0.2% | 3.7
CCOC(=O)c1oc2ccc(CNC(C)(C)C)c(Cl)c2c1C | -1.7% | -11.9
Cc1nn(Cc2ccc(Cl)cc2)c(C)c1NC(=O)CSc1nc2c(c(C(F)(F)F)n1)CCc1ccccc1-2 | 1.8% | -8.6
Cc1ccc(S(=O)(=O)Nc2cc(-c3nn(C)c(=O)c4ccccc34)ccc2N2CCOCC2)cc1 | 3.6% | 35.4
CC(=C\C(=O)O)/C(=C/c1ccco1)C(=O)O | -2.4% | 11.8
C=CCn1c(SCc2nc3cc(C(F)(F)F)ccc3c(=O)[nH]2)nc2sc(CC)cc2c1=O | -1.8% | -0.8
COc1cc2nc(CN3CCN(S(=O)(=O)c4ccc(C)c(C)c4)CC3)[nH]c(=O)c2cc1OC | 11.3% | -2.9
N#CC(C#N)=C1c2cc(S(N)(=O)=O)ccc2-c2ccc(S(N)(=O)=O)cc21 | 1.2% | x
N#CCC(=O)N/N=C/c1cc([N+](=O)[O-])ccc1N1CCOCC1 | 1.7% | -8.2
CN(C)/N=C1\CCS(=O)(=O)c2sccc21 | -4.5% | -8.4
CCOc1ccc(-c2nc(N)ncc2Oc2ccccc2Br)c(O)c1 | 2.8% | -0.8
C/C=C/c1ccc(OCCCCN2CC(C)CC(C)C2)c(OC)c1 (stereo unspecified) | -6.2% | 8.0
Cc1cccc(-n2c(C)cc(C(=S)N3CCOCC3)c2C)c1C | -5.2% | -3.5
CCOc1ccc(N2C(=O)c3cccnc3C2Nc2ccc(C)c(C)c2)cc1 (stereo unspecified) | -5.6% | -10.4
Cc1ccc(Cl)c(OCC(=O)OCC(=O)NC2CCCc3ccccc32)c1 (stereo unspecified) | -0.8% | 1.9
COC(=O)c1ccc(S(=O)(=O)N2Cc3ccccc3C2)cc1 | -2.5% | -4.5
CC(OC(=O)Cc1c(F)cccc1Cl)C(=O)NCCC1=CCCCC1 (stereo unspecified) | 1.4% | -1.3
O=C(NCCc1cccc(F)c1)/C(=C/c1cccnc1)NC(=O)c1ccccc1 | 3.6% | x
O=C(COC(=O)CSc1nnc(-c2ccc(Cl)cc2)o1)Nc1cc(Cl)ccc1Cl | -0.9% | x
O=C(/C=C/c1c(F)cccc1Cl)c1ccc(F)cc1 | -0.2% | x
S=C(NCc1ccco1)Nc1ccc(Br)cc1Cl | 1.0% | 5.3

Next structures
SMILES | GlmU inhibition | Mtb RmlCD inh
Cc1ccc(C(O)(C(=O)NN(C(=O)c2ccccc2)c2ccccc2)c2ccc(C)cc2)cc1 | 1.0% | -6.8
Cc1ccc([N+](=O)[O-])cc1NC(=O)CN1CCC(C)CC1 | x | -8.5
NC(=O)C1CC(=O)N(Cc2ccc3c(c2)OCO3)C(=Nc2ccccc2)S1 (stereo unspecified) | -2.3% | 4.8
N/C(=N\OC(=O)CCCN1C(=O)c2ccccc2C1=O)c1ccc(Cl)cc1 | 2.2% | x
CCOC(=O)N1CCC(NC(=O)c2cn(-c3ccc(OC)cc3)c(=O)c3ccccc23)CC1 | 2.9% | -0.6
CCN(CC)CCNC(=O)c1ccc(NC(=O)Cc2ccccc2F)cc1 | 1.1% | 4.1
